C-LANA FP: inhibitors of KSHV C-LANA binding to DNA, primary screen, biochemical, fluorescence polarization, FAM-LBS DNA, MBP-C-LANA, single point; AID 504423, 2011; 340,000 tested, 0.078% active; inhibition, % at 9 µM; Kaposi's sarcoma herpesvirus LANA C-terminal domain (residues 932-1162) DNA binding;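 active = highest replicate inhibition at or above 60% at 9 µM, even if other replicates fall short; inactive = all replicates below 60% inhibition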;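 also: 0% = neutral control wells and 100% = 4 µM acridine orange control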
Keap1-Nrf2 PPI: Keap1-Nrf2 protein-protein interaction inhibitors, primary screen, biochemical, fluorescence polarization, single point | inhibition, % at 9.4 µM | Kelch-like ECH-associated protein 1 (Homo sapiens), Q14145 | 340,000 tested, 0.15% active | AID 504523, 2011 | Keap1 Kelch-Nrf2 peptide fluorescence polarization, 1536-well; in the data active = inhibition above about 12%;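 also: human Keap1 Kelch domain with fluorescein labeled Nrf2 9mer peptide probe; 0% = neutral control wells and 100% = peptide positive control; higher means more block of Keap1 binding to Nrf2 peptide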
MOR-DOR ag: agonists of OPRM1-OPRD1 heterodimerization, primary screen, cell-based, luminescence | Mu-type opioid receptor (Homo sapiens) + Delta-type opioid receptor (Homo sapiens), … | cells | activation, % at 9.3 µM | 340,000 tested, 0.3% active | AID 504326, 2011; in the data active = activation above about 18%;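 also: 0% = vehicle-treated cells and 100% = reference agonist; values of inactives mirror those of a sister screen read the other way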
DSG3 Ab inh: inhibitors of pemphigus antibody binding to DSG3, primary screen, biochemical, bead-based, flow cytometry, scFv-GFP; DSG3-coupled beads, scFv-anti-DSG3-GFP binding; hits give low values; binding (percent of control), % at 10 µM; 310,000 tested, 0.48% active; AID 588358, 2011;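 active = binding more than 3 SD below its plate's average and above zero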;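 also: hits lower antibody fragment binding to DSG3; some compounds called inactive have numbers as strong as hits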
Target sequence (P32926 whole entry, looked up, the tested form may be a part): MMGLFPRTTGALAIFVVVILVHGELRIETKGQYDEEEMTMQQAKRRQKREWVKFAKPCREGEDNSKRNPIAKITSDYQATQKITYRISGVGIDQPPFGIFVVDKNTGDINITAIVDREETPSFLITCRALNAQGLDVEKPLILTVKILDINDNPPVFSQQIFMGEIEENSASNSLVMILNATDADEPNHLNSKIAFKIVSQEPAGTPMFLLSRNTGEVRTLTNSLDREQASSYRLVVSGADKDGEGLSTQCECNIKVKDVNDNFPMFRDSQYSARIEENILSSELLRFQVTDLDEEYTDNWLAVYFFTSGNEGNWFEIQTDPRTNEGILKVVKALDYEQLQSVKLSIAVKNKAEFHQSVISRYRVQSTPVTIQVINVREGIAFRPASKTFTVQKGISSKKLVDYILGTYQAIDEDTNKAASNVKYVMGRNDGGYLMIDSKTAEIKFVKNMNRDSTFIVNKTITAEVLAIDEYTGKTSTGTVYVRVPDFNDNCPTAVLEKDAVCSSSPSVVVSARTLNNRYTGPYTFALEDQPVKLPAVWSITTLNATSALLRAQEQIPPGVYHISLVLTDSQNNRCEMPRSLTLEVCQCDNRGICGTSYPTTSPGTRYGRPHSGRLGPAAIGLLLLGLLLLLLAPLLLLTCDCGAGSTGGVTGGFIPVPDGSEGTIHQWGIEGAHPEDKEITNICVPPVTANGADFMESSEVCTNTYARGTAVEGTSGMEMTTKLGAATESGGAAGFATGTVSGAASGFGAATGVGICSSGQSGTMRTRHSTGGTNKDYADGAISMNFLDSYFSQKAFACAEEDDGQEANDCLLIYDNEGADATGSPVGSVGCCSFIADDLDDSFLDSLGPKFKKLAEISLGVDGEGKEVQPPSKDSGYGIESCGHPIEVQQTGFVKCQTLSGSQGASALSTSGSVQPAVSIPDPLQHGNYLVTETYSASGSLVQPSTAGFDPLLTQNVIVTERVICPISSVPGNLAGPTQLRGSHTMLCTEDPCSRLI
RTF Ca sens inh: cardiac RTF calcium sensitivity inhibitors, primary screen, biochemical, IANBD-TnC fluorescence, EC70 calcium; Troponin I, cardiac muscle (Homo sapiens) + Troponin T, cardiac muscle (Homo sapiens) + …; IANBD-labeled cardiac RTF, Ca2+ fluorescence; inhibition, % at 7.15 µM; 340,000 tested, 0.12% active; AID 493244, 2011;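 active = inhibition above the mean inhibition of all tested compounds plus 3 SD, cut at about 17% in these data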;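 also: assay run at fixed EC70 calcium of 1.6 mM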
MOR-DOR inv ag: inverse agonists of MOR-DOR heterodimerization, primary screen, cell-based, luminescence. inhibition, % at 9.3 µM. 340,000 tested, 0.21% active. AID 504357, 2011. cell-based MOR-DOR heterodimer luminescence, inverse agonism. Mu-type opioid receptor (Homo sapiens) + Delta-type opioid receptor (Homo sapiens), …; in the data active = inhibition above about 22%, passing the limit was not always enough;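 also: 0% = cells with DMSO and 100% = wells without cells with DMSO; values of inactives mirror those of a sister screen read the other way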
Wnt act: Wnt/beta-catenin pathway activators, primary screen, cell-based, plate reader, single point; Wnt/beta-catenin reporter cell assay, activator; activation, % at 9.35 µM; AID 743398, 2014; 300,000 tested, 1.2% active; in the data active = activation above about 30%, passing the limit was not always enough;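 also: 0% = neutral control wells and 100% = positive control wells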
V-ATPase pHluor: regulators of yeast V-ATPase proton pumping, primary screen, pHLuorin cytosolic pH fluorescence | S. cerevisiae | response, % at 10 µM | AID 504577, 2011 | 350,000 tested, 0.37% active; in the data active = response mostly above about 7.3%, no sharp cut-off; inactive = mostly below about 5.4%; also: actives read high; inactives centre near 0; some compounds called inactive have numbers as strong as hits; reference of the scale not given here
cardiac RTF act: cardiac RTF calcium sensitivity activators, primary screen, biochemical, IANBD-TnC fluorescence, EC20 calcium | IANBD-labeled TnC RTF fluorescence at EC20 calcium; 0% EC20 calcium, 100% full calcium | activation, % at 7.2 µM | 340,000 tested, 0.24% active | AID 493008, 2010;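 active = activation above the mean over all tested compounds plus 3 SD, cut at about 30% in these data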;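 also: rise in fluorescence read as greater calcium sensitivity of cardiac thin filaments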
Arr AP2 block: inhibitors of beta-arrestin/AP2 binding, primary screen, biochemical, GPCR trafficking, flow cytometry; 340,000 tested, 0.31% active; inhibition, % at 10 µM; beta-arrestin 1 C-terminal peptide binding to AP2 beta2-adaptin appendage (human); FITC-arrestin peptide / GST-AP2 beads; AP2 beta2 appendage carries R879A mutation;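 active = inhibition above a set limit, near 3 SD of compounds lacking own fluorescence, cut at about 54% in these data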;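 also: plate controls were DMSO wells for no effect and 5 µM unlabelled arrestin peptide for full effect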
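system = GST-tagged AP2 beta2-adaptin appendage (R879A) on 4 µm glutathione beads | reagent = FITC-labelled arrestin peptide probe, 50 nM final | schedule = compound with beads 12 min RT, then probe 1 h RT | signal = HyperCyt-sampled flow cytometry, FL1 channel, ex 488/em 535 nm | read-out = percent response from loss of bead-bound FITC fluorescence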
* hit, by the source's call; . = no result given. Hits appear at their usual frequency; about 3.1% have a hit in one of these screens.

SMILES	C-LANA FP	Keap1-Nrf2 PPI	MOR-DOR ag	DSG3 Ab inh	RTF Ca sens inh	MOR-DOR inv ag	Wnt act	V-ATPase pHluor	cardiac RTF act	Arr AP2 block
CCCn1c(SCC(=O)NC2CCCC2)nnc1-c1cccnc1	-0.1	-5	0.3	.	-11	-2	0	-1	-8	2
Cc1cc(C(=O)N/N=C/c2cccnc2)n[nH]1	0.2	0	-0.4	105	0	2	-1	-2	0	2
Cc1nnc(SCC(=O)N(C2CCCCC2)C2CCS(=O)(=O)C2)n1N (centres undefined)	-1.3	-8	2.2	105	-5	-14	-2	2	-5	-2
COCCN(C(=O)c1cc(-c2ccccc2Cl)nc2ccccc12)c1c(N)n(CC(C)C)c(=O)[nH]c1=O	0.8	3	-4.0	101	0	16	-2	1	-1	6
CN(C(=O)CSc1nnc(-c2ccco2)n1C)C1CCCCC1	-0.2	-6	-1.5	103	-5	8	2	-2	2	0
Oc1nc(Nc2ccc(Cl)cc2Cl)sc1/C=C1\C=Nc2ccccc21	-0.8	0	-2.6	102	5	13	3	3	6	27
CNC(=S)N/N=C(\C)c1ccc(Cl)c(Cl)c1	0.5	-4	-0.1	96	-12	1	1	2	0	4
COCCN(Cc1ccccc1)C(=S)Nc1ccc(OC(F)F)cc1	1.1	-5	-0.7	106	-10	5	-5	3	2	-4
O=C(Nc1cccc2ccccc12)NC1CCS(=O)(=O)C1 (centres undefined)	-0.3	-3	-2.0	106	-3	10	-1	-1	-5	1
c1ccc(COC2CCCN(Cc3nc(Cc4ccccc4)no3)C2)cc1 (centres undefined)	-0.5	-2	4.8	87	-6	-35	1	0	0	-3
Cn1nc(C(F)(F)F)c(/C=N/OC(=O)c2ccccc2)c1Sc1ccc(Cl)cc1	-0.1	-5	0.3	108	-3	-2	.	-6	1	3
COc1ccccc1N(CCC#N)C(=O)CSc1ccc2c(c1)OCCO2	-0.5	2	-1.6	102	-6	8	-8	8	-1	0
CC(=O)NC12CC3CC(C1)CC(C(=O)Nc1ccc(C)c(S(=O)(=O)N4CCCCCC4)c1)(C3)C2	0.8	-3	-3.0	.	-9	11	2	14	-3	-2
COc1ccc(NC(=O)c2ccsc2NC(C)=O)cc1	-1.6	0	-0.9	93	-22	5	-2	2	-1	-5
CCOC(=O)CSc1n[nH]c(NC(=O)c2ccc(F)cc2)n1	-1.0	-4	0.5	102	-2	-2	-1	1	8	5
COC(=O)c1ccc(C2Nc3ccccc3NC3=C2C(=O)CC(C)(C)C3)cc1 (centres undefined)	1.7	0	-2.6	105	-3	15	0	0	1	-15
Brc1ccccc1OCCCn1cnc2ccccc21	-1.0	0	2.1	104	0	-10	26	0	-2	-1
CCCNc1c(NC(C)=O)c(=O)oc2ccccc12	-0.1	-5	-4.4	96	-5	22	-7	2	4	15
CC(C)OCCCNC(=O)c1ccc(NS(C)(=O)=O)cc1	1.8	-4	-2.2	.	-5	10	-16	-1	7	-10
Cc1ccnc(NC(=O)CCC(=O)N(CC(=O)NC2CCCCC2)C2CCCC2)c1	2.3	1	-0.4	104	-3	2	0	-4	1	12
COc1ccc(CN2C(=O)CSC2c2ccncc2)cc1 (centres undefined)	-0.4	1	-1.8	108	7	9	3	-1	-4	26
Cc1ccccc1C(=O)Nc1c(-c2cccs2)c(=O)c2ccccc2n1C	-1.6	-3	-0.1	105	-8	1	1	2	8	-2
CCOc1cc(CN2CCN(Cc3ccc(C)o3)C(CCO)C2)ccc1OC (centres undefined)	0.1	0	-0.4	97	8	2	-2	2	-5	36
CC1CCN(Cc2nnnn2CCCC(=O)N(C)C2CCOC2)CC1 (centres undefined)	-0.8	-5	-2.9	95	-6	15	0	-2	2	-6
O=C1NC(=O)C(=Cc2ccccc2[N+](=O)[O-])S1	2.3	-2	-3.1	96	-2	14	16	2	1	-6
N#Cc1ccc(-c2csc(NC(=O)C3CC3)n2)cc1	0.4	-4	0.7	72	-10	-3	-2	1	4	-1
O=C(NNc1ccccc1[N+](=O)[O-])Nc1ccc(F)cc1	3.6	-5	3.1	95	-2	-21	10	-1	-6	25
COc1cccc(CNC(=O)C2CCCN(c3cnccn3)C2)c1 (centres undefined)	0.4	-3	0.9	.	1	-5	0	4	0	2
O=C(Nc1cc(Cl)ccc1Cl)C1CC(=O)N(c2ccc(Br)cc2)C1 (centres undefined)	-1.9	2	2.3	98	-3	-12	-7	-10	4	27
O=C(Nc1cccc(-c2ccc(N3CCCCC3)nn2)c1)C(F)(F)F	-0.4	-7	-1.3	103	-4	7	-6	6	-1	-3

Retrieved one by one from above (five):
SMILES	C-LANA FP	Keap1-Nrf2 PPI	MOR-DOR ag	DSG3 Ab inh	RTF Ca sens inh	MOR-DOR inv ag	Wnt act	V-ATPase pHluor	cardiac RTF act	Arr AP2 block
COC(=O)c1ccc(C2Nc3ccccc3NC3=C2C(=O)CC(C)(C)C3)cc1 (centres undefined)	1.7	0	-2.6	105	-3	15	0	0	1	-15
COc1ccccc1N(CCC#N)C(=O)CSc1ccc2c(c1)OCCO2	-0.5	2	-1.6	102	-6	8	-8	8	-1	0
CN(C(=O)CSc1nnc(-c2ccco2)n1C)C1CCCCC1	-0.2	-6	-1.5	103	-5	8	2	-2	2	0
CNC(=S)N/N=C(\C)c1ccc(Cl)c(Cl)c1	0.5	-4	-0.1	96	-12	1	1	2	0	4
Cc1ccccc1C(=O)Nc1c(-c2cccs2)c(=O)c2ccccc2n1C	-1.6	-3	-0.1	105	-8	1	1	2	8	-2

Next section.
SMILES	C-LANA FP	Keap1-Nrf2 PPI	MOR-DOR ag	DSG3 Ab inh	RTF Ca sens inh	MOR-DOR inv ag	Wnt act	V-ATPase pHluor	cardiac RTF act	Arr AP2 block
COc1ccc(CN(C)C(=O)C23CC4CC(CC(Cl)(C4)C2)C3)c(OC)c1OC	0.0	-6	1.9	125	-7	-15	-1	7	-2	6
COCCNC(=O)c1cc2c(=O)n(C)c3ccccc3c2n1C	-0.9	-2	-2.1	104	-5	10	0	-2	-2	7
C=CCNC(=O)CN(c1cccc(Br)c1)S(C)(=O)=O	0.5	0	-1.6	.	7	10	0	3	5	-6
COc1ccc(/C=N/NC(=O)c2ccccc2OCc2ccccc2)c(OC)c1	1.0	-4	-1.2	103	1	6	-2	2	11	-42
CC1(C)C(=O)NCCN1C(=O)c1ccc2nc(Cc3ccccc3F)oc2c1	-1.5	-7	-1.4	111	-6	7	-4	1	-2	4
Cc1ccc2cc(CN(C)C(=O)C3CCCO3)c(=O)[nH]c2c1 (centres undefined)	6.0	0	0.2	.	-7	-1	.	-3	4	-10
COc1ccccc1N1CCN(C(=O)CCn2c(=O)[nH]c3ccsc3c2=O)CC1	-0.7	1	-1.3	98	-6	7	1	2	10	3
O=C(Cc1ccccc1F)Nc1cc(S(=O)(=O)N2CCCC2)ccc1Cl	0.0	-1	-1.6	.	1	6	2	3	-5	23
O=C(O)C1=C[C@@H](c2ccc(C(F)(F)F)cc2)C[C@@H](OCc2ccc(CO)cc2)O1	2.2	0	-1.4	102	3	8	1	4	-8	3
O=C(OCc1cc([N+](=O)[O-])cc2c1OCOC2)c1ccccn1	-1.5	0	-1.2	105	4	7	-2	0	-7	-17
Cc1c(NC(=O)c2ccccc2F)c(=O)n(-c2ccccc2)n1C	-0.8	6	-0.1	100	-8	0	1	4	-2	51
COc1cccc(NC(=O)CN(C)C(=O)Cc2n[nH]c(=O)c3ccccc23)c1	0.1	-4	-2.5	105	3	10	-1	2	-5	5
COc1cc(Cl)c(C)cc1NC(=O)CN1CCN(C(=O)C2CC2)CC1	0.1	-4	-3.0	102	-11	16	.	-2	-6	8
O=C(Cn1c(=O)c2cccn2c2ccccc21)Nc1cc(F)ccc1F	-0.8	-3	-2.5	110	-13	13	-3	3	1	-7
COc1ccc(CC(=O)Oc2ccccc2C)cc1	-2.5	-4	0.7	108	-13	-4	1	2	0	38
Cc1cc(S(=O)(=O)N2CCOCC2)ccc1F	-1.9	0	-3.2	110	-10	20	1	3	2	-2
C/C(=N\NC(=O)c1ccccc1)C1C2C=CC(C2)C1(C)C (centres undefined)	0.4	-4	-1.0	.	-4	6	2	0	9	11
CC(=O)Nc1ccc(NC(=O)c2ccccc2N(Cc2ccccc2)S(C)(=O)=O)cc1	0.0	-2	-0.8	103	-5	4	-1	0	1	4
O=C(/C=C/c1ccco1)Nc1ccccn1	0.5	-7	-3.4	109	4	18	.	5	7	3
O=C(Nc1ccccc1C(=O)NC1CC1)c1ccc([N+](=O)[O-])o1	-9.9	-4	8.9	97	-2	-57	5	5	-2	53
C=CCn1c(C)nnc1SCC(=O)c1[nH]c(C)c(C(C)=O)c1C	3.6	-3	-0.7	113	1	3	2	3	7	-3
Cc1cc(Cl)c(C)c(S(=O)(=O)Oc2ccccc2NC(=O)CCC(=O)O)c1Cl	-0.5	6	-0.8	100	-5	3	0	1	-6	33
CC(C)c1ccc(S(=O)(=O)c2nnn3c2nc(NCC2CCCO2)c2ccccc23)cc1 (centres undefined)	0.9	-1	-0.9	92	-5	4	.	1	6	20

Single records, as listed above. Values in the order: C-LANA FP | Keap1-Nrf2 PPI | MOR-DOR ag | DSG3 Ab inh | RTF Ca sens inh | MOR-DOR inv ag | Wnt act | V-ATPase pHluor | cardiac RTF act | Arr AP2 block
Profile of `Cc1cc(S(=O)(=O)N2CCOCC2)ccc1F` : -1.9 | 0 | -3.2 | 110 | -10 | 20 | 1 | 3 | 2 | -2
Profile of `C=CCn1c(C)nnc1SCC(=O)c1[nH]c(C)c(C(C)=O)c1C` : 3.6 | -3 | -0.7 | 113 | 1 | 3 | 2 | 3 | 7 | -3
Profile of `O=C(Nc1ccccc1C(=O)NC1CC1)c1ccc([N+](=O)[O-])o1` : -9.9 | -4 | 8.9 | 97 | -2 | -57 | 5 | 5 | -2 | 53

High-throughput results deposited in PubChem by several laboratories.
